TRPC6 act – activates the mouse TRPC6 cation channel; Q61143; HEK293-TRPC6 membrane potential dye fluorescence; hits give high values; B-score at 10 µM; 310,000 tested, 0.13% active;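 active = B-score of the integrated fluorescence ratio above library mean plus 3 SD, and starting fluorescence ratio within library mean plus 5 SD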;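 note: higher score means more depolarization so channel activation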
TRPC4 agonist – TRPC4 (mouse) channel activation; Q9QUQ5; HEK293 TRPC4beta/mu-opioid, Fluo4 calcium fluorescence; hits give high values; B-score at 10 µM; 310,000 tested, 0.49% active; AID 2237;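 active = B-score above 5 SD of library B-scores, and initial fluorescence ratio not above library mean plus 5 SD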;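 note: positive B-score marks a calcium rise read as TRPC4 activation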
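Material: TRPC4beta and mu-opioid receptor HEK293 stable cells | Incubation: 45 min room-temperature Fluo4 loading, 110 s read | Detection: Kinetic Fluo4 calcium fluorescence | Measure: Integrated baseline-normalised fluorescence ratio, converted to per-well B score | Benchmarks: Low control buffer alone, high control maximal DAMGO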
SKKanGAS inh – SKKanGAS growth inhibition | S. pyogenes SKKanGAS, kanamycin growth, BacTiter-Glo, 6 h | inhibition, % at 7.5 µM | 300,000 tested, 1.3% active | AID 1662;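 active = mean replicate score, as percent of positive control median, at least 50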;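 note: strain carries kanamycin resistance gene driven by streptokinase promoter and grows in 40 µg/ml kanamycin; loss of luminescence reflects streptokinase promoter inhibition or plain growth inhibition; 0% = median of DMSO wells and 100% = positive control at its reference dose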
IEC-6 cytotox – kills IEC-6 intestinal cells in KLF5 counter-screen; IEC-6 cytotoxicity, luminescence viability; inhibition, % at 5 µM; 290,000 tested, 0.78% active; AID 1825; in the data active = inhibition above about 22%;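 note: 0% = plate median of test compound wells and 100% = cytotoxic reference compound wells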
aSyn UTR inh – 5' untranslated region of α-synuclein, MLPCN primary screen; alpha-synuclein 5'UTR reporter, inhibitor activity; inhibition, % (tested at 7.5 µM); 300,000 tested, 0.82% active; in the data active = inhibition above about 60%;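 note: H4 neuroglioblastoma cells stably carrying SNCA 5'UTR luciferase fusion; 0% = DMSO wells and 100% = positive control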
HIF act – HIF pathway transcriptional activation; activation, % at 7.5 µM (by protocol); U2OS HRE-luciferase reporter, luminescence; normalized: DMSO 0%, desferrioxamine 100%; 300,000 tested, 0.32% active;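 active = mean activation of at least 10% of the iron chelator positive control signal, with at least half of replicates also reaching 10%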
TRPC4 inh – blocks the mouse TRPC4 cation channel; Q9QUQ5; HEK293 TRPC4beta/mu-opioid, DAMGO-evoked Fluo4 calcium flux; hits give low values; B-score at 10 µM; 300,000 tested, 0.39% active; AID 2247;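 active = B-score over 3 SD under the library average, no early fluorescence shift, positive overall ratio signal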
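test system = HEK293 cells with stable TRPC4beta plus mu-opioid receptor expression | detection = Fluo4 Ca2+ flux fluorescence | read-out = integrated fluorescence ratio relative to baseline, converted to per-well B score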
KLF5 inhibitor – suppresses KLF5 promoter-driven expression. DLD-1 KLF5 promoter-luciferase reporter, luminescence. inhibition, % at 5 µM. 290,000 tested, 0.23% active. AID 1700;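 active = inhibition above a per-plate limit of that plate's mean compound inhibition plus 3 SD, cut at about 60% in these data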;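 note: 0% = DMSO wells and 100% = LY294002 at 200 µM; higher means less KLF5 promoter-driven luciferase light; inactives centre near -14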
MrgX1 antag – human MrgX1 receptor antagonism, primary screen; Q96LB2; B-score at 10 µM; MRGX1-HEK293 calcium flux, Fluo-4, BAM8-22 antagonism; hits give low values; 310,000 tested, 1.3% active; AID 588676;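 active = calcium-response B-score plate-corrected more than 3 library SD below zero, starting fluorescence within 5 deviations, no agonist response on first addition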;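 note: peak minus trough fluorescence over baseline after final BAM8-22 challenge near maximal dose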
Target sequence (Q96LB2 whole entry, looked up): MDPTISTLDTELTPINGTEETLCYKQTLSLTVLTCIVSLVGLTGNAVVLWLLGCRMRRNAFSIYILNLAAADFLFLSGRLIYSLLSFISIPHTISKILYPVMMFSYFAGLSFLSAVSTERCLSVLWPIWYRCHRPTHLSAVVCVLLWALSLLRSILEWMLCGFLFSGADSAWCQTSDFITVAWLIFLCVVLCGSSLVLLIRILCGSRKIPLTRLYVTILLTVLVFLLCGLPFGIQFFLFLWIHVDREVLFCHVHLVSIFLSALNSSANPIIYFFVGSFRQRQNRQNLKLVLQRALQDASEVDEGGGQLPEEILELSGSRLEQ
TRPC4 potent – TRPC4 (mouse) allosteric potentiation; HEK293 TRPC4beta/mu-opioid, DAMGO EC20, Fluo-4 Ca2+ flux; hits give high values; 310,000 tested, 0.42% active; Q9QUQ5; AID 2227; B-score at 10 µM;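 active = B-score of calcium response area above 5 SD of library B-scores, with initial fluorescence ratio within 5 SD of library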;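 note: B-score of integrated fluorescence ratio over time as area under calcium response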
TRPC6 inh – blocks the mouse TRPC6 cation channel | Q61143 | HEK293-TRPC6, membrane potential dye, ACh-evoked depolarization; hits give low values | B-score at 10 µM | 310,000 tested, 1.1% active;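 active = B-score under library mean minus 3 SD, initial fluorescence not abnormally high, positive integrated signal ratio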;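 note: B-score derived from integrated fluorescence ratio over the kinetic read; more negative B-score means stronger inhibition of depolarization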
Numbers without * were called inactive; i = inactive; x = no result given. This is a random part of the collection. About 5.8% of those tested had a hit in this group.

Below each SMILES – SKKanGAS inh, MrgX1 antag, TRPC4 potent, TRPC4 agonist, KLF5 inhibitor, TRPC4 inh, IEC-6 cytotox, TRPC6 inh, aSyn UTR inh, TRPC6 act, HIF act
1. Cc1cccc(C)c1NC(=O)CN(C)C(=O)c1ccc(-n2cncn2)c([N+](=O)[O-])c1
  3, i, i, i, x, i, x, i, 13, i, -26
2. COc1cccc(OCc2nc(-c3ccc(Br)o3)no2)c1
  -2, i, i, i, -18, i, 9, i, -38, i, 0.9
3. O=[N+]([O-])c1cc([N+](=O)[O-])c2cccnc2c1O
  46, i, i, i, -16, i, 0, i, -9, i, -28
4. COc1ccc(-c2nnc(SCC(=O)NC(C)C)n2CC2CCCO2)cc1OC (stereo not drawn)
  -6, i, i, i, -6, i, 0, i, 2, i, -4.3
5. CCN(c1ccccc1)S(=O)(=O)c1ccc(Oc2ccc(-n3ccnc3)cc2)nc1
  8, i, i, i, -7, i, 30*, i, 103*, i, -2.9
6. COc1c(N2CCN(C(=S)NC3CC4CCC3C4)C(C)C2)c(F)cc2c(=O)c(C(=O)O)cn(C3CC3)c12 (stereo not drawn)
  101*, i, i, i, -25, i, -5, i, 6, i, -0.6
7. COCCNC(=O)COC(=O)/C=C/c1cnc2ccccc2n1
  -6, i, i, i, -13, i, -4, i, -20, i, -0.3
8. COc1ccccc1NS(=O)(=O)c1cccc(C(=O)NCC(c2ccccc2OC)N2CCCC2)c1 (stereo not drawn)
  -8, -5.7*, i, i, x, i, x, i, 8, i, -0.1
9. Cn1c(CO)cnc1SCc1ccc([N+](=O)[O-])cc1
  -3, i, i, i, 5, i, -1, i, 17, i, 0.1
10. CC1(C)CC(NC(=O)c2cc(Cl)ccc2Cl)CC(C)(C)N1
  -15, i, i, i, 9, i, 1, i, -6, i, 2.8
11. O=C(c1sc2ccccc2c1Cl)N1CCN(c2ccccn2)CC1
  -1, i, i, i, -22, i, 0, i, 7, i, 0.1
12. CCNc1nc(NCC)n2c(SCC(=O)NCC3CCCCC3)nnc2n1
  -9, i, i, i, -8, i, 1, i, -1, i, -0.1
13. CC1CN(C(=O)Nc2ccc(Br)cc2Cl)CC(C)O1 (stereo not drawn)
  -4, -6.4*, i, i, 15, i, 9, i, 7, i, -0.4
14. Cc1cccc(-c2nnc(SCC(=O)O)n2Cc2ccccc2)c1
  0, i, i, i, -50, i, -8, i, -2, i, 3.2
15. O=C1c2cccnc2C(=O)N1Cc1ccc(S(=O)(=O)N2CCN(c3ccc(Cl)cc3)CC2)cc1
  -15, i, i, i, 5, i, -4, i, 4, i, -0.1
16. Cc1ccnc(NS(=O)(=O)c2cc(-c3cc(C)no3)ccc2C(C)C)c1
  -11, i, i, i, -29, i, 0, i, -23, i, 0.7
17. Cc1ccc(C)c(OCCN2C(=O)NC3(CCc4ccccc4C3)C2=O)c1 (stereo not drawn)
  5, i, i, i, 0, i, 6, i, 14, i, 1.2
18. Cc1noc(C)c1S(=O)(=O)N1CCCC1C(=O)NC(C)(C)C (stereo not drawn)
  -3, i, i, i, 13, i, 2, i, 12, i, -0.7
19. O=C(CSc1nc2c(c(C(F)(F)F)n1)CCc1ccccc1-2)NCc1ccco1
  -4, i, i, i, -21, i, 4, i, 19, i, -0.1
20. Cc1c(C(=O)N/N=C/c2ccc(Cl)cc2)[nH]c2ccc(Cl)cc12
  56*, i, i, i, -5, i, 11, i, -122, i, 0.1
21. O=C(Nc1ccc(-c2cscn2)cc1)C1CCCN(Cc2ccccc2)C1 (stereo not drawn)
  13, i, i, i, 15, i, -1, i, -36, i, 3.2
22. CC(C)n1c(SCC(=O)Nc2ccccc2)nc2c1c(=O)n(C)c(=O)n2C
  2, i, i, i, -30, i, 0, i, 33, i, -0.6
23. Cn1c(=O)c2sccc2n2c(CCCC(=O)NCc3ccc(F)cc3)nnc12
  0, i, i, i, 5, i, 4, i, 22, i, 0.2
24. CC(=O)Nc1ccc(C(O)(C(F)(F)F)C(F)(F)F)cc1
  6, i, i, i, -15, i, 0, i, -3, i, -0.6
25. Cc1cc(C)nc(NS(=O)(=O)c2ccccc2)n1
  0, i, i, i, 1, i, 2, i, 5, i, -0.4
26. COc1ccc(C(=O)NCCS(=O)(=O)NCc2ccccc2)cc1
  1, i, i, i, x, i, x, i, 8, i, 0.1
27. CCCCNC(=O)OCC(CC)NC(=O)OCC(C)C (stereo not drawn)
  7, i, i, i, -16, i, 0, i, 27, i, -0.2
28. O=C(OCn1nnc2ccccc2c1=O)c1cc2ccccc2o1
  -5, i, i, i, x, i, x, i, -5, i, -0.1
29. FC(F)(F)c1nc(NCc2cccnc2)c2ccccc2n1
  -5, i, i, i, -4, i, 10, i, 27, i, 0.0
30. CC1(C)NC(=O)N(CCOc2cccc(Oc3ccccc3)c2)C1=O
  -1, i, i, i, -16, i, -7, i, -6, i, 0.3
31. O=C(c1ccccc1)C1CCN(CC(=O)N2CCN(c3ccccc3)CC2)CC1
  -11, i, i, i, -24, i, 6, i, 16, i, 0.9
32. Cc1nc2ccccc2c2oc(C(=O)NCCN3CCN(C)CC3)cc12
  -4, i, i, i, -20, i, 2, i, 2, i, 0.0
33. O=C(O)C(Cc1c[nH]c2ccccc12)NS(=O)(=O)c1ccc(Cl)c(C(F)(F)F)c1 (stereo not drawn)
  5, i, i, i, -28, i, 3, i, 9, i, 1.1
34. Cc1ccccc1NC(=O)C1CCCN(C(=O)Nc2ccc(F)cc2)C1 (stereo not drawn)
  -2, i, i, i, -8, i, -5, i, 5, i, -0.3
35. CCOC(=O)CSc1nnc([C@@H](NC(=O)OC(C)(C)C)C(C)C)o1
  -13, i, i, i, -17, i, -3, i, 5, i, -0.4
36. O=c1[nH]cc(C(F)(F)F)cc1NS(=O)(=O)c1ccc([N+](=O)[O-])cc1
  1, i, i, i, -15, i, 6, i, 0, i, -0.2
37. CCOC(=O)C1(Cc2ccc(OC)cc2)CCN(C(=O)c2ccc3[nH]ccc3c2)CC1
  -6, i, i, i, -6, i, 4, i, -127, i, 2.3
38. C=C(C)C(=O)N1CC2(CC(c3cccc(NC(=O)/C=C\C)c3)=NO2)C[C@H]1C(N)=O (stereo partly drawn)
  -2, i, i, i, x, i, x, i, -5, i, 0.0
39. CC(=O)NC1=C(N(C)C2CCS(=O)(=O)C2)C(=O)c2ccccc2C1=O (stereo not drawn)
  2, i, i, i, -43, i, 0, i, 10, i, 0.5
40. CC(=O)N1CCCN(C(=O)c2ccc3nc(Cc4ccccc4F)oc3c2)CC1
  -2, i, i, i, -10, i, 2, i, -18, i, 0.1
41. Cc1cc(/C=C2/C(=N)N3C(c4ccccc4)=CSC3=NC2=O)c(C)n1-c1ccccc1
  11, i, i, i, -4, i, 6, i, -81, i, 0.1
42. Cc1oc(-c2ccccc2Cl)nc1CS(=O)CC(=O)NCc1ccco1 (stereo not drawn)
  -6, i, i, i, -7, i, -6, i, 1, i, -0.1
43. COc1ccc(NC(=S)NC(=O)c2csnn2)cc1
  -6, i, i, i, -34, i, -1, i, -13, i, 0.5
44. CC1NC(=O)N(C)C2NC(=O)N(C)C(c3ccccc3)C12 (stereo not drawn)
  -3, i, i, i, 10, i, 1, i, -9, i, -0.1
45. COCCn1c(SCc2nnc(-c3ccccc3)o2)nc2sc3c(c2c1=O)CCC3
  14, x, i, i, -33, i, -8, i, 6, i, 0.3
46. Clc1ccc(-c2nnnn2-c2ccc(Cl)cc2)cc1
  12, i, i, i, -14, i, 4, i, 5, i, -0.3
47. COC(=O)C1=C(N)Oc2cc(C)n(Cc3cccnc3)c(=O)c2C1c1cccc(OC)c1OC (stereo not drawn)
  1, -13*, i, i, -9, i, 5, i, 1, i, -0.6
48. CC(=O)Nc1ccc(S(=O)(=O)Nc2cccc(-n3cnnn3)c2)cc1
  -5, i, i, i, -5, i, 1, i, -11, i, -0.5

Two entries from above, as tab-separated lines:
item	canonical_smiles	SKKanGAS inh	MrgX1 antag	TRPC4 potent	TRPC4 agonist	KLF5 inhibitor	TRPC4 inh	IEC-6 cytotox	TRPC6 inh	aSyn UTR inh	TRPC6 act	HIF act
38	C=C(C)C(=O)N1CC2(CC(c3cccc(NC(=O)/C=C\C)c3)=NO2)C[C@H]1C(N)=O (stereo partly drawn)	-2	i	i	i	x	i	x	i	-5	i	0.0
39	CC(=O)NC1=C(N(C)C2CCS(=O)(=O)C2)C(=O)c2ccccc2C1=O (stereo not drawn)	2	i	i	i	-43	i	0	i	10	i	0.5

A different layout for part of the listing above.
38: C=C(C)C(=O)N1CC2(CC(c3cccc(NC(=O)/C=C\C)c3)=NO2)C[C@H]1C(N)=O (stereo partly drawn)
39: CC(=O)NC1=C(N(C)C2CCS(=O)(=O)C2)C(=O)c2ccccc2C1=O (stereo not drawn)
40: CC(=O)N1CCCN(C(=O)c2ccc3nc(Cc4ccccc4F)oc3c2)CC1
41: Cc1cc(/C=C2/C(=N)N3C(c4ccccc4)=CSC3=NC2=O)c(C)n1-c1ccccc1
42: Cc1oc(-c2ccccc2Cl)nc1CS(=O)CC(=O)NCc1ccco1 (stereo not drawn)
43: COc1ccc(NC(=S)NC(=O)c2csnn2)cc1
44: CC1NC(=O)N(C)C2NC(=O)N(C)C(c3ccccc3)C12 (stereo not drawn)
45: COCCn1c(SCc2nnc(-c3ccccc3)o2)nc2sc3c(c2c1=O)CCC3
46: Clc1ccc(-c2nnnn2-c2ccc(Cl)cc2)cc1
47: COC(=O)C1=C(N)Oc2cc(C)n(Cc3cccnc3)c(=O)c2C1c1cccc(OC)c1OC (stereo not drawn)

assay / compound	38	39	40	41	42	43	44	45	46	47
SKKanGAS inh	-2	2	-2	11	-6	-6	-3	14	12	1
MrgX1 antag	i	i	i	i	i	i	i	x	i	-13*
TRPC4 potent	i	i	i	i	i	i	i	i	i	i
TRPC4 agonist	i	i	i	i	i	i	i	i	i	i
KLF5 inhibitor	x	-43	-10	-4	-7	-34	10	-33	-14	-9
TRPC4 inh	i	i	i	i	i	i	i	i	i	i
IEC-6 cytotox	x	0	2	6	-6	-1	1	-8	4	5
TRPC6 inh	i	i	i	i	i	i	i	i	i	i
aSyn UTR inh	-5	10	-18	-81	1	-13	-9	6	5	1
TRPC6 act	i	i	i	i	i	i	i	i	i	i
HIF act	0.0	0.5	0.1	0.1	-0.1	0.5	-0.1	0.3	-0.3	-0.6

48: CC(=O)Nc1ccc(S(=O)(=O)Nc2cccc(-n3cnnn3)c2)cc1

assay / compound	48
SKKanGAS inh	-5
MrgX1 antag	i
TRPC4 potent	i
TRPC4 agonist	i
KLF5 inhibitor	-5
TRPC4 inh	i
IEC-6 cytotox	1
TRPC6 inh	i
aSyn UTR inh	-11
TRPC6 act	i
HIF act	-0.5

Compound activity as filed in PubChem.
